Assay outcomes: PubChem, National Center for Advancing Translational Sciences (NCATS)
Shiga inhibitor – blocks Shiga toxin action in Vero cells; Vero cells, Shiga toxin protein synthesis inhibition reporter; inhibition, % at 38.7 µM; AID 2315; actives 9.2% (n = 290,000); in the data active = inhibition mostly above about 28%, no sharp cut-off; inactive = mostly below about 43%; note: 0% is about no effect
AMA1 RON2 block – AMA1-RON2 (P. falciparum) interaction inhibition; actives 0.2% (n = 360,000); Potency, µM (top dose mostly 58.2 µM), for the others: at the top dose activity change, negative = inhibition, usual class: inhibitors; AlphaScreen AMA1-biotinylated RON2 peptide binding;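 note: potency is the fitted concentration of half-maximal effect; 0% = vehicle wells and -100% = peptide control; nearly all actives have a fitted effect of over 45% in size; some results filed as inactive show a strong effect at the top dose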
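AMA1 (3D7) with his tag at 25 nM final met compounds first, then biotinylated RON2 peptide at 25 nM; detection used donor plus acceptor beads, 10 µg/mL apiece, read by AlphaScreen after 30 min at room temperature.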
Pf growth 96h – P. falciparum growth inhibition at 96 hour, primary screen for plastid delayed-death inhibitors; Potency, µM (doses to about 28.7 µM), inactives show at the highest dose activity change, negative = inhibition, actives largely listed as inhibitors; actives 6.9% (n = 320,000); P. falciparum luciferase reporter growth, 96 h; note: potency is the fitted concentration of half-maximal effect; % is set by controls: 0 for no effect and ±100 for the full control effect
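Luminescence readout: decreased luciferase signal marks inhibited growth of reporter-expressing P. falciparum in infected red cells (2% hematocrit, 0.05% parasitemia final), exposed to compound two generations (96 h, 37 C, 5% CO2).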
LmPK inhibitor – inhibitors of Leishmania mexicana pyruvate kinase | Q27686 | purified LmPK, Kinase-Glo ATP luminescence, 1 h | Potency, µM (highest dose often 57.5 µM), inactives show at the highest dose activity change, negative = inhibition, usual class: inhibitors | actives 0.37% (n = 290,000) | AID 1721; note: potency is the fitted concentration of half-maximal effect; % is set by controls: 0 for no effect and ±100 for the full control effect
Target sequence (Q27686 whole entry, looked up): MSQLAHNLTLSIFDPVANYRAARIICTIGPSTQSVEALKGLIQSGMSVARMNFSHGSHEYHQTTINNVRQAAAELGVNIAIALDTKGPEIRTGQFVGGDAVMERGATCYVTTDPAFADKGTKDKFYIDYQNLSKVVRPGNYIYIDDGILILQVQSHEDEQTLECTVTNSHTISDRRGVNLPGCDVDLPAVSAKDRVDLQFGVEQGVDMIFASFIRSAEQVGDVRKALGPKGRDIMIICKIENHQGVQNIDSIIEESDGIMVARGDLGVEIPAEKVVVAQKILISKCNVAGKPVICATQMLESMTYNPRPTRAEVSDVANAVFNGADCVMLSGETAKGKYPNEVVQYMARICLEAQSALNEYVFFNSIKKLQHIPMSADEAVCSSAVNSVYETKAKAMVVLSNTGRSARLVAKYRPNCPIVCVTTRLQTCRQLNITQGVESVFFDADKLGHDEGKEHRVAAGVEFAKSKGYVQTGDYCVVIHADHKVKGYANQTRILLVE
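0.1 nM LmPK, 0.5 mM PEP, 0.1 mM ADP; 50 mM imidazole pH 7.2, 7 mM MgCl2, 50 mM KCl; 1 h RT. Kinase-Glo luminescence readout, normalized to no-enzyme (full inhibition) and uninhibited wells.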
Pf growth 48h – inhibits P. falciparum growth in the first generation, 48 h; Potency, µM (top dose mostly 28.7 µM), inactives show at the highest dose activity change, negative = inhibition, hits mostly inhibitors; P. falciparum luciferase growth in erythrocytes, 48 h; AID 504832; actives 5.9% (n = 310,000); note: potency is the fitted concentration of half-maximal effect; % is set by controls: 0 for no effect and ±100 for the full control effect
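In quantitative HTS format, infected erythrocytes bearing luciferase-reporter parasites were treated for a single generation at 37 C. Luminescence after adding detection reagent served as the growth measure.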
Tb PYK inh – inhibitors of Trypanosoma brucei pyruvate kinase | TbPYK enzyme, Kinase-Glo Plus ATP luminescence, 45 min | Potency, µM (titrated, usually from 76.8 µM), inactives show top-dose activity, negative = inhibition, actives largely listed as inhibitors | actives 0.12% (n = 410,000); note: potency is the fitted concentration of half-maximal effect; % is set by controls: 0 for no effect and ±100 for the full control effect; nearly all actives have a fitted effect of over 50% in size
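Luminescent Kinase-Glo Plus end-point after 45 min room-temperature reaction of T. brucei pyruvate kinase started with 130 uM ADP (final). Buffer TEA 50 mM pH 7.2 with KCl, MgCl2, BSA, Tween-20; titration-based qHTS with fitted concentration-effect curves.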
Cycloheximide cs – counter-screen for Shiga toxin inhibitors: cycloheximide protein synthesis inhibition; cell reporter, cycloheximide protein synthesis inhibition counterscreen; max response, %; actives 12% (n = 300,000); in the data active = max response mostly above about 13%, no sharp cut-off; inactive = mostly below about 14%; note: read at 38.3 µM for the half of the compounds with a filed dose; 0% is about no effect
* marks the source's active call; other numbers are inactive results; ? = inconclusive; · = not tested or not shown; & = joins results of further samples; [ ] = dose if it differs, or a comment. Unless noted, calls come from the whole dose curve; as a rule, active = well fitted curve in the direction sought with a large enough effect; inconclusive = small, poorly fitted or top-dose-only effect, or another doubt; inactive = no such curve, though single readings can be large; an effect the other way counts as inactive or inconclusive. No enrichment for hits, and some 21% of all compounds hit somewhere here.

No.	molecule	Pf growth 48h	Tb PYK inh	AMA1 RON2 block	LmPK inhibitor	Pf growth 96h	Shiga inhibitor	Cycloheximide cs
1	CCOC(=O)c1[nH]ncc1CN1CCC(Cc2ccccc2)(C(=O)OCC)CC1	-1%	-1%	2%	1%	18%	-5	2
2	S=C(Nc1ccccc1)N1CCN(c2ccc(N3CCOCC3)nn2)CC1	11%	2%	20%	-1%	0%	11	-4
3	O=C(NC1CC1)c1cc2c(F)cccc2s1	26%	-8%	0%	-5%	36%[activator]	24	33*
4	c1ccc(CSCc2cn3ccsc3n2)cc1	64%[activator]	0%	-11%	-9%	·	12*	39*
5	O=C(c1ccc(-c2ccccc2)cc1)N1CCN(C(=O)c2ccco2)CC1	?	-3%	-3%	-1%	68%[activator]	-10	7
6	COc1ccc(/C=C2\C(=N)N3N=C(CC(=O)N4CCCCC4)SC3=NC2=O)cc1	20%	-3%	39%[activator]	10%	13%	5	-4
7	COc1ccc(NC(=O)CS(=O)CC(=O)Nc2cc(Cl)ccc2OC)cc1 (configuration not stated)	7%	2%	9%	1%	·	-8	1
8	COc1ccc(C2=NC(c3ccccc3)CO2)cc1 (configuration not stated)	129%[activator]	·	·	-8%	72%[activator]	96*	56*
9	COC(=O)Cn1cc(/C=N/NC(=O)c2ccc(C#N)cc2F)c2ccccc21	1%	-2%	36%[activator]	-1%	-1%	-6	-1
10	O=C(CSc1ccc(-c2ccccn2)nn1)NCc1ccc(F)cc1	-21%	0%	-13%	-4%	?	36	5
11	CCCc1n[nH]c2c1C(=O)CC(C)(C)C2	-3%	-8%	7%	2%	0%	7	-4
12	O=C(C1CC(=O)N(C2CCCCC2)C1)N1CCN(c2cccc(C(F)(F)F)c2)CC1 (configuration not stated)	16%	-17%	5%	3%	-18%	-3	-3
13	CCC1Sc2ccc(S(=O)(=O)CCC(=O)Nc3ccccc3Cl)cc2NC1=O (configuration not stated)	28%	3%	10%	-5%	-19%	11	13
14	O=C(NCc1ccc2c(c1)OCO2)c1cccc2c1C(=O)N(C1CCCCC1)C2	12%	-2%	-2%	0%	44%[activator]	-3	8
15	COc1ccc(CC(=O)Nc2cccc(-c3csc(C)n3)c2)cc1	6%	-3%	4%	1%	·	37	16
16	C=CCn1c(CCSCc2ccccc2)n[nH]c1=S	?	?	64%[activator]	-27%	·	-14	-1
17	C#CCOCCOCCOCCNc1nc(N2CCOCC2)nc(N2CCN(C(=O)[C@H](CCC(=O)O)n3cc(C(N)Cc4ccc(O)cc4)nn3)CC2)n1 (some centres not stated)	3%	0%	12%	-3%	17%	-9	-1
18	CC1=NN(C(=O)c2ccc(Cl)cc2)C(O)(c2ccccc2)C1 (configuration not stated)	-8%	-1%	43%[activator]	-1%	-29%	18	2
19	Cc1ccc(N(CC(=O)Nc2ccccc2C(=O)N2CCOCC2)S(C)(=O)=O)cc1	1%	-1%	0%	-5%	22%	-2	3
20	COc1ccc(CCNC(=O)CSCc2ccc(Cl)cc2)cc1OC	?	-3%	2%	0%	?	-3	-3
21	COc1cc(NC(=O)COC(=O)c2cnc(C)cn2)c(C)cc1[N+](=O)[O-]	?	-1%	-10%	-1%	-3%	-9	-1
22	CCCCCOc1ccc(C(=O)CCN2CCOCC2)cc1	?	-5%	5%	2%	2.3µM*	·	-4
23	CCN(CC(=O)NCc1ccc(Cl)cc1)C(=O)/C=C/c1cccs1	2%	-4%	-10%	2%	3%	-2	2
24	O=C(NCc1ccccc1Cl)c1ccc2nc[nH]c2c1	19%	1%	-1%	-2%	17%	-3	10
25	O=C(NC(=S)N1CCc2ccccc21)c1ccccc1Br	10%	-2%	46%[activator]	-1%	?	96*	25*

Given with values under each structure: part of the list above
Each structure is followed by: Pf growth 48h | Tb PYK inh | AMA1 RON2 block | LmPK inhibitor | Pf growth 96h | Shiga inhibitor | Cycloheximide cs
(17) C#CCOCCOCCOCCNc1nc(N2CCOCC2)nc(N2CCN(C(=O)[C@H](CCC(=O)O)n3cc(C(N)Cc4ccc(O)cc4)nn3)CC2)n1 (some centres not stated)
    3% | 0% | 12% | -3% | 17% | -9 | -1
(18) CC1=NN(C(=O)c2ccc(Cl)cc2)C(O)(c2ccccc2)C1 (configuration not stated)
    -8% | -1% | 43%[activator] | -1% | -29% | 18 | 2
(19) Cc1ccc(N(CC(=O)Nc2ccccc2C(=O)N2CCOCC2)S(C)(=O)=O)cc1
    1% | -1% | 0% | -5% | 22% | -2 | 3
(20) COc1ccc(CCNC(=O)CSCc2ccc(Cl)cc2)cc1OC
    ? | -3% | 2% | 0% | ? | -3 | -3
(21) COc1cc(NC(=O)COC(=O)c2cnc(C)cn2)c(C)cc1[N+](=O)[O-]
    ? | -1% | -10% | -1% | -3% | -9 | -1
(22) CCCCCOc1ccc(C(=O)CCN2CCOCC2)cc1
    ? | -5% | 5% | 2% | 2.3µM* | · | -4
(23) CCN(CC(=O)NCc1ccc(Cl)cc1)C(=O)/C=C/c1cccs1
    2% | -4% | -10% | 2% | 3% | -2 | 2
(24) O=C(NCc1ccccc1Cl)c1ccc2nc[nH]c2c1
    19% | 1% | -1% | -2% | 17% | -3 | 10
(25) O=C(NC(=S)N1CCc2ccccc21)c1ccccc1Br
    10% | -2% | 46%[activator] | -1% | ? | 96* | 25*

(cont.)
No.	molecule	Pf growth 48h	Tb PYK inh	AMA1 RON2 block	LmPK inhibitor	Pf growth 96h	Shiga inhibitor	Cycloheximide cs
26	COc1ccc(C)cc1Nc1ccc(C(=O)O)cc1[N+](=O)[O-]	-4%	-2%	-12%	7%	46%[activator]	-8	0
27	COc1ccc(NC(=O)c2ccc(Cl)nc2)cc1S(=O)(=O)N1CCOCC1	?	0%	-3%	·	12µM*	·	·
28	COc1ccc(C2OC(=O)CC2C(=O)NC(C)C)cc1 (configuration not stated)	14%	11%	34%	-3%	0.59µM*	-22	1
29	Cc1ccc(S(=O)(=O)n2nc(OC(=O)c3c(-c4ccccc4Cl)noc3C)cc2N)cc1	11%	?	-13%	6%	2.1µM*	-2	-4
30	Cc1ccc(S(=O)(=O)N2CCOCC2)cc1NC(=O)COC(=O)CCn1c(C)csc1=O	27%	-7%	-1%	-10%	26%	-30	-2
31	O=C(c1ccc(F)cc1)c1cn[nH]c1-c1ccccc1O	24%	0%	26%	5%	-20%	20	-3
32	OCC1O[C@H](Oc2ccc(O)cc2)C(O)C(O)C1O (some centres not stated)	2%	-5%	·	·	-13%	·	·
33	CCc1ccc(/C=C2\SC(=S)N(CCC(=O)NCCCN3CCOCC3)C2=O)cc1	5%	0%	-12%	-1%	?	46*	45*
34	CC(C)Nc1nc(NC(C)C)nc(N(C)C(N)=O)n1	20%	3%	-3%	1%	12µM*	-14	23
35	COc1ccccc1-c1c(C)nn2c(N3CCC(C(N)=O)CC3)cc(C)nc12	-27%	-2%	3%	1%	?	1	-2
36	CSc1ccccc1C(=O)NCCOc1cccc(C)c1	-32%[1.15 µM]	4%	-2%	-1%	2%	26	-7
37	Cc1cc(/C(N)=N/OC(=O)Nc2ccc(Cl)cc2)no1	61%[activator]	-2%	-12%	1%	0%	55*	27*
38	Cc1cc(C)c(C#N)c(SCc2nnc(-c3ccccc3)o2)n1	-14%	-23%	7%	3%	?	92*	40*
39	Cc1ccc(NC(=O)NCCCCc2ccccc2)cc1	-9%	0%	-2%	-6%	19%	29*	17
40	Cc1nnc(NC(=O)c2ccccc2C(=O)O)s1	12%	-9%	-1%	3%	·	16	7
41	Nc1ccc(N2C(=O)c3ccccc3C2=O)c(Cl)c1	-9%	1%	0%	·	39%[activator]	·	·
42	CC(C)(Oc1ccc(Cl)cc1)C(=O)N1CCN(c2ccccn2)CC1	15µM*	4%	-6%	4%	·	-12	-4
43	CCN(C(=O)COC(=O)c1ccccc1SCC(=O)NC1CCCCCCC1)C1CCS(=O)(=O)C1 (configuration not stated)	-7%	-1%	6%	4%	-8%	-4	-2
44	Cc1ccc(CC(NC(=O)c2ccccc2)C(=O)N2CCCC2C(=O)O)cc1 (configuration not stated)	-8%	2%	-4%	-9%	1%	-4	-2
45	COc1ccc(NC(=O)CSc2nc3sc(C)cc3c(=O)n2C)c(OC)c1	?	-3%	1%	-3%	11%	-9	-5
46	CCn1c(SCC(=O)NC2CCCC2)nnc1-c1c[nH]c2ccccc12	-3%	0%	-2%	1%	1%	-2	-5
47	COC(=O)Cc1[nH]nc2c1C1(C(=O)N(Cc3ccc(Cl)cc3)c3ccccc31)C(C#N)=C(N)O2 (configuration not stated)	-13%	1%	-11%	1%	·	-14	-1
48	CC(=O)c1cccc(S(=O)(=O)NC2CCCCCC2)c1	23%	7%	5%	0%	-10%	-8	1
49	CCC1(C)Cc2c(sc3[nH]c(=S)n(Cc4ccccc4)c(=O)c23)CO1 (configuration not stated)	·	-11%	-9%	10%	17%	-8	-7
50	CCOc1ccc(N2C(=O)CC(NCCc3ccncc3)C2=O)cc1 (configuration not stated)	2%	4%	29%	-1%	·	-10	-6
51	CCCCn1c(N)c(N(CC(C)C)C(=O)CSc2nnc(C)n2-c2ccc(OC)cc2)c(=O)[nH]c1=O	?	-11%	5%	·	?	·	·
52	COc1ccc(NC(=O)COC(=O)c2ccc(-n3nc(C)cc3C)cc2)cc1OC	10%	-5%	-3%	·	32%[activator]	·	·
53	O=C(COc1ncnc2ccccc12)Nc1cc(S(=O)(=O)N2CCOCC2)ccc1Cl	-11%	25%	22%	-13%	-19%	9	-1
54	COC(=O)CC1=C(C(=O)OC)C(c2ccncc2)C(C#N)=C(N)O1 (configuration not stated)	?	0%	8%	0%	?	14	19
55	Cc1nnc(NC(=O)CSc2cn(Cc3ccccc3)c3ccccc23)s1	·	-14%	0%	8%	?	-24	-4
56	COc1ccccc1CCN=C(N)NS(=O)(=O)c1ccc(C)c(C)c1	?	-2%	-6%	-3%	9%	-7	-2
57	COc1ccc(C(CC(=O)O)NC(C)=O)cc1OC (configuration not stated)	56%[activator]	-6%	17%	6%	?	-3	-2
58	CC1=CC(C)(C)N(S(=O)(=O)c2ccc(C)cc2)c2ccccc21	·	-3%	-1%&2%	-6%	10µM*	-14	-7
59	COc1ccc([N+](=O)[O-])c(OC)c1C(=O)NC(=O)Nc1c(F)cc(F)cc1F	?	-13%	-24%	5%	?	-8	3
60	c1cc(C2OCCN2CC2COC3(CCCC3)O2)ccn1 (configuration not stated)	2%	6%	-1%	1%	·	-18	10
61	O=C(COC(=O)c1cc(=O)[nH]c2ccccc12)c1ccccc1	20%	2%	-3%	-3%	22%	32	9
62	COCC(C)NC(=O)C1CC(c2cccc(Br)c2)=NO1 (configuration not stated)	8%	-1%	32%	-2%	35%[activator]	-2	-5
63	NS(=O)(=O)c1ccc(CCNC(=O)C2CC(=O)N(Cc3ccccc3Cl)C2)cc1 (configuration not stated)	8%	1%	-3%	·	-32%	·	·
